Screens: PubChem, several laboratories
CaV13 FRET inh: Disruptors of the CACNA1D IQ motif to Ca2+-dependent inactivation inhibitor domain association, primary screening, Förster resonance energy transfer in intact living …. HEK cells, CFP/YFP FRET ICDI-IQ, plate reader, 10 min; percent FRET-ratio fall versus neutral wells. inhibition, % at 12.3 µM. 0.098% of 340,000 active;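 active = mean replicate inhibition of at least 30% and at least 1% of replicates passing that level; inconclusive = only one of the two criteria is met; inactive = neither criterion is met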;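 also: 0% = median of the neutral control wells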
Granule exo inh: blocks lytic granule exocytosis | TALL-104 LAMP-1 surface exposure, flow cytometry; cells stimulated with thapsigargin and PMA | inhibition, % at 10 µM | AID 651702 | 0.66% of 360,000 active;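 active = inhibition above about 55%, limit read from the data; inconclusive = no clear call, values can overlap the other calls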
Vif inh: inhibitors of HIV Vif | HEK293T cells, Vif self-association by quenched fluorescence, imaging, 24 h | inhibition, % at 7.49 µM | 0.35% of 340,000 active | AID 602346; in the data active = inhibition above about 50%, passing the limit was not always enough; inconclusive = no clear call, values can overlap the other calls; inactive = below about 31%; also: some results filed as inactive read as strong as hits
Cardio protect: protects H9c2 cardiomyocytes from peroxide injury. H2O2 injury protection, ATPLite, 2 h. protection from H2O2 cell death, % at 20 µM. 0.63% of 360,000 active;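 active = compounds giving at least 50% protection of heart cells from peroxide-induced death in the single-dose screen, raw or plate-pattern-corrected value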;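 also: 0% = DMSO wells with peroxide and 100% = DMSO wells without peroxide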
PDI inh: PDI (human) enzyme inhibition; P07237; PDI insulin aggregation turbidity, A650, 90 min; inhibition, % at 10 µM; 0.052% of 350,000 active; AID 588391;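 active = mean inhibition across replicates of 30% or more, whatever share of single replicates reach that level; inconclusive = mean inhibition below 30% while every single replicate reaches 30%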;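 also: absorbance from insulin aggregation driven by PDI reduction with DTT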
aDG glyco up: increases alpha dystroglycan glycosylation; Pro5-aDG cells, alpha-DG glycosylation AlphaScreen (IIH6); 0% Pro5, 100% B10-LARGE cell signal; activation, % at 10 µM; 0.22% of 360,000 active;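 active = activation of at least 8% versus controls, or a plate z-score of at least 8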;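 also: Pro5 are CHO cells carrying HIG-tagged alpha-DG that lacks glycosylation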
hiPSC survival: increases survival of single human iPS cells; hiPSC single-cell survival, ATPlite luminescence; 100% = ROCK inhibitor wells, 0% = DMSO; survival enhancement, % at 20 µM; 0.044% of 360,000 active; AID 602274; in the data active = survival enhancement above about 18%;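 also: cells exposed to compounds for 16 hours before the ATP read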
ABCB6 inh 2: inhibitors of human ABC transporter ABCB6; Q9NP58; K562-ABCB6 porphyrin accumulation, flow cytometry, 1 h; stronger effect = lower value; fluorescence ratio to DMSO, % at 10 µM; 0.19% of 360,000 active;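 active = fluorescence ratio to DMSO below 75%, the collection mean minus 3 SD; inconclusive = too few cells collected in the well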;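 also: signal is porphyrin accumulated inside mitochondria; 100% equals median channel fluorescence of DMSO control wells; lower ratio means ABCB6 inhibition with less porphyrin fluorescence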
Target sequence (Q9NP58 whole entry, looked up): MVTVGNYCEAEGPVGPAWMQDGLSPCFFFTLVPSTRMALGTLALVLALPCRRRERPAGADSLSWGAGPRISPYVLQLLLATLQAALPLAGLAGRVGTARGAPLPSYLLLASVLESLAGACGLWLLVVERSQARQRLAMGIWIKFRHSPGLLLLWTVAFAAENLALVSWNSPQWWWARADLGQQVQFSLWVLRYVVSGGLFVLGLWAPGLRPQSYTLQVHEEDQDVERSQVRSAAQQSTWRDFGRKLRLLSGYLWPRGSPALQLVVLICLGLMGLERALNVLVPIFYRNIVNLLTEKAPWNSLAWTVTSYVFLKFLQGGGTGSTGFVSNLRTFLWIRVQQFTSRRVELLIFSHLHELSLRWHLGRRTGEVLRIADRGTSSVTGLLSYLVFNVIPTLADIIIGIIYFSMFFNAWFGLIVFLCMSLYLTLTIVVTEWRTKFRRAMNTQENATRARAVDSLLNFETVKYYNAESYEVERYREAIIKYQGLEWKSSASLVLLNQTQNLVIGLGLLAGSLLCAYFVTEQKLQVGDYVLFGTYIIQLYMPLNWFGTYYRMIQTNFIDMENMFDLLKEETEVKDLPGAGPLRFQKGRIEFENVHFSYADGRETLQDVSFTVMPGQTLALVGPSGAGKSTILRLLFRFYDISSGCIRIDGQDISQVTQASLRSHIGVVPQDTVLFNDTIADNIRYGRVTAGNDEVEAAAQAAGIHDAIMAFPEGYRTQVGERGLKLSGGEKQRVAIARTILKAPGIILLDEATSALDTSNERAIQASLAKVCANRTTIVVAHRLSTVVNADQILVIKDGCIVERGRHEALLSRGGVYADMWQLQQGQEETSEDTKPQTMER
HTR2A ag: agonists of mouse serotonin 5-HT2A receptor (HTR2A). activation, % at 7.6 µM. P35363. 0.66% of 360,000 active. CHO-K1 mHTR2A beta-arrestin complementation, luminescence; percent of 30 µM serotonin response. AID 624169;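 active = activation above a run cutoff, the mean activation of all tested compounds plus 3 SD, cut at about 14% in these data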;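 also: 0% = plate median of compound wells and 100% = 30 µM serotonin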
Glyco luc inh: blocks N-linked glycosylation in D54 reporter cells; D54 ERlucT glycosylation luciferase reporter, 24 h; percent of 100 nM tunicamycin response; reporter increase, % at 12.5 µM; 0.23% of 360,000 active;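 active = mean luciferase reporter signal, scaled so untreated is 0 and the glycosylation-blocking control 100, at or above a set limit in every replicate; inconclusive = mean reaches the limit but not every replicate does; inactive = mean below the limit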;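 also: luciferase carries N-glycosylation sites so blocking glycosylation raises the light; 0% = median of neutral control wells and 100% = median of 100 nM tunicamycin wells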
The depositor's hits bear a star; ? = inconclusive; · = not tested or not shown.

SMILES	CaV13 FRET inh	Granule exo inh	Vif inh	Cardio protect	PDI inh	aDG glyco up	hiPSC survival	ABCB6 inh 2	HTR2A ag	Glyco luc inh
O=C(Cc1cccs1)N1CCN=C1SCc1ccc(Br)cc1	-12.9	-3.0	0.7	-12.6	-3.5	0.2	-0.5	97.0	0.3	0.8
C=C1CN(Cc2ccccc2)S(=O)(=O)c2ccccc21	-10.5	-6.8	0.0	4.2	-3.5	0.0	-0.8	99.0	1.6	-1.4
COc1ccccc1Nc1nc(-c2sc(NC(=O)C(C)(C)C)nc2C)cs1	-10.1	-1.0	4.5	-2.1	6.1	1.4	5.7	112.0	-1.3	-5.8
Brc1ccc(OCc2cn3ccccc3n2)cc1	2.3	-0.5	-0.9	-16.6	-3.9	0.5	-0.6	98.0	-0.9	-10.3
Nn1c(Cc2cccc3ccccc23)nnc1SCCOc1ccc(Br)cc1	-4.0	0.1	-14.4	-9.9	4.8	0.5	4.6	100.0	-1.1	-0.2
S=c1[nH]nc(-c2cc(-c3ccccc3)n[nH]2)n1/N=C/C=C/c1ccco1	-14.5	-11.0	-0.3	5.3	8.5	0.0	0.9	101.0	2.2	1.7
COCC1CCCN(Cc2cn[nH]c2-c2cc3ccccc3o2)C1 (stereo not given)	-2.1	0.1	-14.3	-1.8	3.6	0.1	-0.2	97.0	0.2	0.0
CN(C1CCCCC1)S(=O)(=O)c1ccc(SCC(=O)C(C)(C)C)nc1	-6.0	-2.3	-0.4	-10.1	-2.8	0.4	-0.4	110.0	-4.0	-2.5
COCCNC(=S)Nc1ccc(N2CCCCC2)cc1	-6.8	2.2	26.7	-3.8	3.1	0.2	-0.1	98.0	2.5	2.9
Cc1ccc(-n2nnnc2SCC(=O)c2c(N)n(C3CC3)c(=O)[nH]c2=O)c(C)c1	-2.6	8.0	-2.9	0.6	13.0	0.5	-0.3	97.0	9.0	3.8
CC1(C(=O)NS(=O)(=O)c2ccccc2Cl)CCN1C(=O)C1(c2ccc(Cl)cc2)CC1 (stereo not given)	-4.0	2.5	-1.9	7.9	-2.6	0.0	4.7	94.0	-0.3	2.2
CCOC(=O)c1sc(/S(C)=N\S(=O)(=O)c2cccc(Cl)c2)c2c1CCC=C2 (stereo not given)	-4.3	1.6	-2.3	-9.5	5.8	0.1	1.2	103.0	8.3	-1.1
CCNc1nc(NCC)nc(N/N=C/c2ccc(Br)cc2)n1	-3.9	-6.3	-9.7	-7.4	-6.0	0.8	0.1	96.0	-0.7	2.8
CC(C)(C)c1ccc(C(=O)CSc2n[nH]c(=O)[nH]c2=O)cc1	-7.9	-2.3	-6.0	-3.4	-11.5	-0.2	0.5	104.0	2.6	1.3
NC(=O)N1c2ccccc2CC(=O)c2ccccc21	-4.4	-2.5	-6.4	3.3	-1.4	-0.1	-2.0	100.0	-3.1	0.5
CCNC(=O)n1cc(-n2cncn2)c(-c2ccc(Cl)cc2)n1	-6.5	2.7	4.2	2.6	-4.2	-0.2	-0.8	95.0	-1.5	2.7
COC(=O)c1cc2sccc2n1CC(=O)Nc1cccc(SC)c1	·	-0.9	-1.3	-1.2	1.1	0.0	-3.3	107.0	-3.8	-1.4
COc1ccc(F)cc1C(=O)C1CCCN(Cc2cccn2-c2cccnc2)C1 (stereo not given)	-6.9	-0.2	-2.7	-0.8	2.3	-0.1	0.4	99.0	-9.8	-2.4
CN(C)CCNC(=O)C(=O)Nc1ccc2c(c1)N(S(=O)(=O)c1cccs1)CCC2	-1.8	-3.5	-9.4	4.7	2.4	0.1	-0.5	98.0	1.2	16.6
O=C(Nc1nc2ccccc2s1)c1cnccn1	·	1.8	2.0	-9.5	6.2	-0.2	-1.6	98.0	-3.1	-14.7
O=C(C[C@H]1C=C[C@H](NC(=O)Nc2ccccc2F)[C@@H](CO)O1)NCc1ccc(-c2ccccc2)cc1	-5.5	-5.0	·	·	·	5.2	·	·	2.5	·
NNC(=O)CCC(=O)Nc1ccccc1	-1.5	-3.8	-0.6	7.3	0.7	0.6	-1.5	112.0	7.1	3.8
COc1ccc(/C=N/NC(=O)c2sccc2OCc2ccc(F)cc2)cc1OC	-5.3	14.9	8.9	53.2*	-1.5	0.0	3.7	102.0	-6.8	38.0*
O=C(c1ccco1)N1CCN(C(=O)c2cc3ccccc3oc2=O)CC1	·	-2.4	6.4	-1.2	2.8	-0.1	0.0	95.0	-1.8	2.5
Cc1ccc(-c2nonc2NC(=O)c2ccco2)cc1	-2.3	1.5	-5.1	-6.8	-3.6	-0.1	-0.5	104.0	-4.6	4.3

Glyco luc inh, entries above that show a hit
smiles | CaV13 FRET inh | Granule exo inh | Vif inh | PDI inh | aDG glyco up | ABCB6 inh 2 | HTR2A ag | Glyco luc inh
COc1ccc(/C=N/NC(=O)c2sccc2OCc2ccc(F)cc2)cc1OC | -5.3 | 14.9 | 8.9 | -1.5 | 0.0 | 102.0 | -6.8 | 38.0*

Continued:
SMILES	CaV13 FRET inh	Granule exo inh	Vif inh	Cardio protect	PDI inh	aDG glyco up	hiPSC survival	ABCB6 inh 2	HTR2A ag	Glyco luc inh
CN(C)CCCNC(=O)C[C@H]1C[C@H](C(=O)N2CCCCC2)[C@@]2(C)c3[nH]c4cc(-c5ccco5)ccc4c3CCN2C1=O	-6.7	0.7	·	16.5	12.2	0.2	-1.9	98.0	1.7	-0.5
Cc1cc(C)c2nc(N)sc2c1	·	-0.8	·	5.7	-11.1	-0.1	1.7	96.0	6.4	0.4
O=[N+]([O-])c1ccc(CS(=O)Cc2ccccc2)cc1 (stereo not given)	-6.0	-13.4	2.1	1.3	-2.5	0.1	-0.8	93.0	2.5	-0.5
CCOc1ccc2[nH]c3c(NCCOC)ncnc3c2c1	-2.4	4.7	-12.7	-2.1	2.9	0.2	-0.3	89.0	-1.4	4.5
CCc1ccc(/C=N/NC(=O)c2nnn(-c3nonc3N)c2CN2CCOCC2)cc1	-6.8	3.4	6.8	8.5	-3.2	-0.3	0.0	107.0	4.9	-0.5
COC(=O)C1=C(N)Oc2cc(C)n(Cc3ccncc3)c(=O)c2C1c1cccnc1 (stereo not given)	-6.9	-2.2	1.8	4.2	2.8	0.5	-0.7	106.0	8.8	2.4
O=C(Nc1ccccn1)c1ccc(COc2ccccc2Cl)o1	-3.9	-2.0	-5.1	-4.6	1.6	0.0	0.9	96.0	-2.6	2.7
COc1ccc(-c2cnc3ccccc3n2)cc1NC(=O)CNC(=O)c1ccccc1	-6.2	-3.5	-11.1	23.5	3.9	-0.4	-0.4	94.0	-4.5	1.9
O=C(c1ccco1)N1CCN(C(=O)c2cnn3cccnc23)CC1	·	-2.2	1.5	-3.9	0.0	-0.3	-3.9	109.0	-1.0	-0.7
COC(=O)C1=C(C)N(Cc2ccccc2)C(=NCCc2c[nH]c3ccccc23)N[C@H]1c1cccc(F)c1	-5.6	-5.0	-8.7	-12.8	2.5	-0.6	-3.8	98.0	-10.6	-9.7
CC(C)c1ccc(Nc2ccc(C(=O)O)cc2[N+](=O)[O-])cc1	-3.8	23.2	-4.6	-0.3	-24.1	-0.1	0.2	103.0	1.4	-0.9
CC1CCN(C(=O)CN2C(=O)C(C)(C)Oc3ccc(C(=O)NC4CCCC4)cc32)CC1	-4.5	0.6	0.8	5.1	2.3	0.5	-0.4	85.0	-4.3	1.3
CCOc1ccccc1CNC(=O)CCNC(=O)Cn1ccc2ccccc2c1=O	-4.6	1.1	-19.2	-8.8	-9.3	0.4	-1.1	95.0	5.7	-2.0
Cc1cc(C(F)F)n2nc(C(=O)Nc3sc4c(c3C(N)=O)CCC4)nc2n1	-2.9	2.0	0.8	12.4	-2.3	-0.7	0.3	93.0	5.1	1.0
C=C(C)c1cccc(C(C)(C)NC(=O)Nc2cc(C)ccn2)c1	-5.3	38.9	-12.8	-6.9	-9.2	1.6	-0.2	95.0	35.2*	-3.4
COc1ccc(/C(C)=N/OCC(=O)N2CC3(C)CC2CC(C)(C)C3)cc1 (stereo not given)	-4.3	-6.9	-13.0	-6.4	13.1	0.2	-2.7	97.0	0.1	-0.4
CCOC(=O)c1ccc(N2C(=O)CC(N3CCN(C(=O)c4ccco4)CC3)C2=O)cc1 (stereo not given)	-0.2	-1.2	29.9	13.9	13.0	-0.2	0.2	92.0	1.7	-1.8
Cn1ccc(NC(=O)Nc2cccc(C(F)(F)F)c2)n1	-6.4	-1.0	-2.6	-1.3	-1.8	-0.3	1.5	99.0	2.6	1.6
O=C(CN(C(=O)c1ccccc1Cl)N1C(=O)C2C3C=CC(C3)C2C1=O)c1cccs1 (stereo not given)	-14.6	?	-1.6	12.3	1.8	-0.1	0.1	95.0	3.5	-1.2
COc1ccc(-c2ccoc2)cc1[C@H]1[C@H]2C=CC[C@@H](C)[C@@H]2C(=O)N1Cc1ccccc1	-3.8	4.8	0.7	-1.4	0.5	0.3	-2.0	93.0	-8.6	-4.8
CCN(CC(=O)NC1CCS(=O)(=O)C1)S(=O)(=O)c1cc(C)ccc1C (stereo not given)	-5.7	-12.3	-1.0	6.4	-1.1	0.2	-0.2	100.0	0.9	0.4
O=C(O)/C=C\C(=O)NCc1ccccc1	-4.4	-3.2	2.6	2.9	3.2	0.2	-1.9	93.0	3.9	-0.6
CCCn1cc(CN2CCCC(CNC(=O)c3ccc(F)cc3)C2)c(C)n1 (stereo not given)	-6.1	-1.2	4.0	-3.8	-7.9	-0.2	-1.5	84.0	7.4	1.4
CC(=O)Nc1ccc(NC(=O)c2ccccc2Nc2ccccc2)cc1	-5.4	1.4	14.3	-1.8	4.7	-0.2	-0.5	97.0	-1.3	-1.6
O=C(COc1ccccc1C(=O)NCc1ccncc1)Nc1ccc(Br)cc1	-6.4	-0.2	6.5	1.4	10.0	1.0	-0.2	97.0	-8.1	-2.9

Going on with the list.
SMILES	CaV13 FRET inh	Granule exo inh	Vif inh	Cardio protect	PDI inh	aDG glyco up	hiPSC survival	ABCB6 inh 2	HTR2A ag	Glyco luc inh
Cc1ccc(N2C3=C(C(=O)CC(C)(C)C3)C(c3cn(C)nc3C)C3=C2CC(C)(C)CC3=O)cc1	-4.0	-1.2	4.2	1.7	3.7	0.0	-0.1	160.0	-0.8	-1.8
NC(=O)[C@@H]1CCCNc2c(F)cc([N+](=O)[O-])cc2C(=O)N[C@@H](CO)C(=O)NCC(=O)N1	-5.8	-4.0	1.6	0.7	3.6	0.0	-0.1	103.0	1.5	1.5
CCn1cc(C(=O)NC(=S)Nc2cccc(O)c2)cn1	-1.6	-4.2	8.7	-8.5	-4.5	-0.3	-6.2	104.0	-2.5	-1.0
COc1ccccc1C(=O)NNC(=O)c1ccc(F)cc1	-18.9	-0.9	1.4	-0.1	6.8	-0.3	-3.0	99.0	-2.6	-2.7
COc1ccc(-c2sc3cc4c(cc3c2C#CC2(N)CCCCC2)OCO4)cc1	-6.7	-8.4	-1.0	-11.8	0.9	4.2	-1.9	102.0	4.3	0.2
COc1ccc(C(=O)NCc2nnc(SCC(=O)N3CCCCC3)o2)cc1OC	-1.3	0.3	-0.7	-1.4	-5.0	0.9	0.8	91.0	1.2	-0.3
COc1ccc(NC(=O)C2CSC(C)(C)N2C=O)cc1 (stereo not given)	-5.5	-14.8	-5.1	8.6	1.1	-0.2	1.5	104.0	-3.2	0.5
O=C1CC(c2ccc(O)c(O)c2)Oc2c1ccc(O)c2O (stereo not given)	·	-1.5	-6.9	3.0	·	0.4	-1.3	101.0	2.6	0.7
